# Source: PubChem
# TCR CD3 inh: inhibitors of human TCR-CD3 interaction, primary screen, biochemical, fluorescence, TAMRA-labeled TCR probe; AID 651800, 2012; inhibition, % at 9.4 µM; actives 0.37% (n = 360,000); in the data active = inhibition above about 19%;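 note: recombinant mutant TCR 2C K166C tagged with TAMRA read by polarization; 0% = receptor in buffer alone and 100% = receptor with positive control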
# Tn7 DDE FP: inhibitors of Tn7 peptide binding to fibrin DD(E), primary screen, biochemical, fluorescence polarization, human fibrin, Tn7 probe; Fibrinogen beta chain (Homo sapiens), P02675; FP displacement of FITC-Tn7 peptide from fibrin DD(E); 0% = median of compound wells per plate; inhibition, % at 8.3 µM; actives 0.13% (n = 370,000);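 active = inhibition above the mean of compounds falling within the control limits plus 3 SD of them, cut at about 14% in these data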;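 note: 0% = plate median of compound wells and 100% = 10 µM Aha-Tn7 peptide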
#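 assay system = human clot-derived fibrin DD(E) complex | quantity = Fibrin-DD(E) at 2 µM final | timing = 10 min preincubation, 3 h with tracer, room temperature | signal = fluorescence polarization | measure = percent inhibition | benchmarks = high control wells with 10 µM unlabelled Aha-Tn7 peptide (full inhibition) | replicates = singlicate testing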
# MBD2 DNA inh: inhibitors of MBD2 binding to methylated DNA, primary screen, biochemical, TR-FRET, DNA-binding domain, human; Methyl-CpG-binding domain protein 2 (Homo sapiens), Q9UBB5; MBD2 binding to methylated oligonucleotide; inhibition, % at 4.4 µM; actives 0.31% (n = 370,000); AID 686964, 2013; in the data active = inhibition above about 13%
# DDE Tn6 FP inh: inhibitors of Tn6 peptide binding to fibrin DD(E), primary screen, biochemical, fluorescence polarization, human fibrin, Tn6 probe. Fibrinogen beta chain (Homo sapiens), P02675. Fibrin DD(E) TRITC-Tn6 fluorescence polarization displacement. inhibition, % at 8.3 µM. actives 0.21% (n = 370,000). AID 720509, 2013;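 active = inhibition above a per-campaign cutoff: mean of compounds within control limits plus 3 SD, cut at about 15% in these data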;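 note: 0% = median of all compound wells on the plate and 100% = blocking peptide control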
# LEDGF integ inh: blockers of LEDGF/p75-dependent integrase strand transfer – biochemical, TR-FRET, high throughput, primary screen. inhibition, % at 3.7 µM. HIV-1 integrase (with human LEDGF/p75). actives 0.64% (n = 370,000). TR-FRET IN-LEDGF/p75 DNA integration, Eu/Cy5. AID 743269, 2014;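 active = inhibition above the screen-wide mean plus 3 SD, cut at about 13% in these data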;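 note: signal is the Cy5 over europium emission ratio at 671 and 618 nm; 0% = plate median of compound wells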
# SIAE primary: human SIAE inhibitors, primary screen, biochemical, fluorescence polarization, FP-Rh probe, 1536-well HTS | Sialate O-acetylesterase (Homo sapiens), Q9HAT2 | SIAE FP-Rh probe binding | inhibition, % at 9.66 µM | actives 0.69% (n = 370,000) | AID 1053197, 2014;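 active = inhibition above a cutoff: mean of compounds within the control limits plus 3 SD of those, cut at about 17% in these data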;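 note: 0% = plate median of compound wells and 100% = probe without SIAE protein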
# UHRF1 MBD2 ctr: UHRF1 methylated DNA binding inhibitors, primary screen, counter-screen for MBD2 inhibitor project, biochemical, TR-FRET, human UHRF1, single concentration. inhibition, % at 4.4 µM. E3 ubiquitin-protein ligase UHRF1 (Homo sapiens), Q96T88. actives 0.75% (n = 370,000). UHRF1 binding to methylated oligo; in the data active = inhibition above about 21%;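 note: UHRF1 SRA domain binding a hemimethylated CpG hairpin DNA probe; 0% = median of test compound wells and 100% = reference inhibitor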
# Target sequence (Q96T88 whole entry, looked up, the tested form may be a part): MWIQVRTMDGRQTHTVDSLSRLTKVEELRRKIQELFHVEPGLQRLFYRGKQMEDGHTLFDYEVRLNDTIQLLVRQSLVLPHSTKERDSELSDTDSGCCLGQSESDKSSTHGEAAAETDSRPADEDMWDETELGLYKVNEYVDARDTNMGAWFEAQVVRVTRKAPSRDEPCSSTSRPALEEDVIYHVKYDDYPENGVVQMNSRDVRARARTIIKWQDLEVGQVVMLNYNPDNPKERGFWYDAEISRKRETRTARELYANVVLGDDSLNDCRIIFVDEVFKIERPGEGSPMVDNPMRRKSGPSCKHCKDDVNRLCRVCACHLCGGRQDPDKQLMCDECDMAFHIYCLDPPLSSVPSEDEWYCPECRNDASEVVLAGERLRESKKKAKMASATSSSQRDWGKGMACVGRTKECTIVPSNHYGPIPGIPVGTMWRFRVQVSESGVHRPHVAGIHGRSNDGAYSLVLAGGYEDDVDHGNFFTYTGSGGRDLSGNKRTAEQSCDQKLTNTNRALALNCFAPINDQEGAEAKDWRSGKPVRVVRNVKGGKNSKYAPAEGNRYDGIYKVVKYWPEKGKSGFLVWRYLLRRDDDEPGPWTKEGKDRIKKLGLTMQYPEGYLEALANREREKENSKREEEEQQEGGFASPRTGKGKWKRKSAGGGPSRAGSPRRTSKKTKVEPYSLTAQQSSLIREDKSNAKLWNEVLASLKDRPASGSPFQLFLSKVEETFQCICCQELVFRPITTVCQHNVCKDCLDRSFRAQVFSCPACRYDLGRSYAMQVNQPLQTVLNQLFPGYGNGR
# TDP2 inh: human TDP2 enzyme inhibitors, primary screen, biochemical, epi absorbance, recombinant enzyme; Tyrosyl-DNA phosphodiesterase 2 (Homo sapiens), O95551; T5PNP hydrolysis, p-nitrophenol absorbance 415 nm; inhibition, % at 12.8 µM; actives 0.34% (n = 370,000); AID 720702, 2013;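 active = inhibition above the mean of all tested compounds plus 3 SD, set per campaign, cut at about 25% in these data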;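 note: 0% = DMSO with enzyme and 100% = buffer with substrate but no TDP2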
#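 System – recombinant human TDP2 · Quantity – TDP2 enzyme at 120 nM final · Doses – single concentration, 12.8 µM nominal, with 1% DMSO · Incubation – 2 h at 37 °C · Measured by – epi absorbance of p-nitrophenol freed from T5PNP by hydrolysis · Read-out – % inhibition relative to enzyme-containing and enzyme-free wells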
# KLK7 zymogen act: proKLK7 zymogen activators, primary screen, biochemical, fluorescence intensity | activation, % at 7 µM | purified proKLK7, EDANS-DABCYL substrate fluorescence; 100% is mature enzyme control, 0% vehicle | actives 0.9% (n = 370,000) | AID 652039, 2013 | Kallikrein-7 (Homo sapiens), P49862;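 active = activation above the mean of all tested compounds plus 3 SD, computed per campaign excluding outliers beyond control limits, cut at about 13% in these data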
# Target sequence (P49862 whole entry, looked up): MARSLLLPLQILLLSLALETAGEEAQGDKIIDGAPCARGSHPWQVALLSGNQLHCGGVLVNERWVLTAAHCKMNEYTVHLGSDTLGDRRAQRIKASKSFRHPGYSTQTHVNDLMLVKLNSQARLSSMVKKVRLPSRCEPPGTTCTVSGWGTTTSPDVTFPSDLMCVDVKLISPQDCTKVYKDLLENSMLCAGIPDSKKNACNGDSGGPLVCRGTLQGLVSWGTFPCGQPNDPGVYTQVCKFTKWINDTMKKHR
# PRMT1 FP inh: PRMT1 methyltransferase inhibitors, primary screen, biochemical, fluorescence polarization | recombinant PRMT1, activity-based probe fluorescence polarization | inhibition, % at 2.79 µM | actives 1.3% (n = 370,000) | AID 652257, 2013;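 active = inhibition above about 21% made by adding two undisclosed values, limit read from the data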
# Numbers without * were called inactive; . = not tested or not shown.
SMILES,TCR CD3 inh,Tn7 DDE FP,MBD2 DNA inh,DDE Tn6 FP inh,LEDGF integ inh,SIAE primary,UHRF1 MBD2 ctr,TDP2 inh,KLK7 zymogen act,PRMT1 FP inh
CC1CCCC(NC(=S)Nc2ccc(SC(F)F)cc2)C1C (stereo not given),1,-1,0,9,-1,-13,-1,-5,-0.6,-1
COc1ccc(-c2csc(N(CCc3ccccc3)C(=O)COc3ccccc3)n2)cc1,0,-2,-3,-8,0,-15,2,0,0.6,3
O=C(Nc1nnc(S(=O)(=O)Nc2ccccc2)s1)C1CCCCC1,-12,8,4,-2,-1,-8,0,-12,0.1,8
COc1ccc(OCc2cc(C(=O)N3CCCC(OC)C3)no2)c2ccccc12 (stereo not given),-3,2,-1,4,-5,7,3,-7,0.5,2
CCn1c(SCC(=O)NCCc2ccccc2)nc2c([nH]c3ccccc32)c1=O,3,4,-1,-4,-3,7,0,8,-0.1,-4
CCC(C)NCCCCOc1ccc(Br)cc1 (stereo not given),-4,6,0,-7,-7,-5,5,1,-0.9,2
COc1ccc(Cl)cc1C1=NOC2(CCC2)C(=O)N1Cc1cccc(C#N)c1,-4,1,2,14,-3,-4,-1,2,0.6,0
CC[C@H](C)[C@H](NC(N)=O)C(=O)OCC(=O)NCc1ccc(Cl)cc1,-2,-1,1,-3,-3,-6,1,3,0.3,0
COc1ccccc1OCC(=O)Nc1ccccc1C(=O)N1CCCC1,3,-8,3,0,4,2,0,-3,0.2,1
COc1ccccc1CNC(=S)NCCc1ccccc1,6,-8,-5,-3,0,-10,1,-2,0.1,-2
CC(=O)Nc1ccc(NC(=O)CSc2nnc3ccc(-c4ccccn4)nn23)cc1,-4,-4,-1,5,2,-4,1,-7,0.0,-2
CS(=O)(=O)c1[nH]nc(-c2cccc(Cl)c2)c1C#N,7,-6,1,3,1,1,-1,-3,0.1,2
COc1ccc(-c2cc(C(=O)Nc3ccccc3O)c3ccccc3n2)cc1,5,-1,-5,0,0,-11,-1,19,-1.7,-2
O=C1CC(NCCc2ccccc2)C(=O)N1CCc1ccccc1 (stereo not given),1,-4,1,-1,-5,1,3,4,0.1,38*
CCOc1ccc(CNCc2ccc(C(=O)O)cc2)cc1OC,1,-5,-1,1,0,-4,0,-13,0.2,0
CSc1cccc(CNC(=O)C2CCC(=O)N(CCc3ccccn3)C2)c1 (stereo not given),3,-6,-2,-8,1,-7,-2,-3,-0.6,-3
COC[C@@H]1CCCN1c1ccc2c(c1)O[C@H]1CCN(C1)S2(=O)=O,.,-13,-4,7,3,0,0,-5,0.1,-2
CCOP(=O)(CC(C(C)=O)C(O)c1ccccc1)OCC (stereo not given),-3,14*,2,0,1,0,3,2,0.0,0
CC(=O)Nc1ccc(NC(=S)NC(=O)c2ccc(-c3ccccc3)cc2)cc1,2,2,3,0,-1,2,0,1,0.2,1
O=C(CN1C(=O)c2ccccc2S1(=O)=O)c1ccccc1F,-2,-3,3,2,0,-3,2,-5,0.2,4
NS(=O)(=O)c1ccc(CNC(=O)c2ccc(S(=O)(=O)NCc3ccco3)cc2)cc1,-2,-3,4,-2,0,1,-1,3,0.2,0
COc1cc(NC(=O)Cn2ncc3c2-c2ccccc2OC3)cc(OC)c1OC,8,9,-1,11,-2,10,0,-6,-0.2,-4
CCOC(=O)c1sc(NC(=O)C2CC(=O)N(c3ccccc3OC)C2)nc1C (stereo not given),-2,3,2,0,-2,3,-2,5,-0.5,-1
CCN1C(=O)N[C@@H](CCc2ccccc2)[C@@H](C(=O)OC)[C@H]1C,-7,7,-4,3,1,-3,6,-11,0.7,-2
COc1ccc2[nH]c3c(c2c1)CCN1C(=O)C(CC(=O)NCCc2ccccn2)C[C@H](C(=O)N2CCCCC2)[C@@]31C (stereo not given in full),2,-2,-1,-1,-4,2,0,3,-0.8,-4
O=Cc1cccn1-c1nccc(-c2ccco2)n1,5,-1,0,7,-2,2,-6,9,-0.3,3
Cc1ccc(/C(O)=C2/C(=O)C(=O)OC2c2ccc(Cl)cc2)cc1 (stereo not given),5,-8,1,4,4,-6,-3,3,-0.6,0
O=C(NNC(=O)c1c(F)cccc1F)c1sccc1-n1cccc1,4,-1,-1,-2,0,6,0,9,-0.1,-3
CCN(CC(=O)NCc1ccc(Cl)cc1)C(=O)CCOc1ccc(C)cc1,-5,6,4,10,-1,2,1,-7,-0.4,3
OCCc1ccccc1,10,-4,-4,7,3,2,-1,-3,0.6,-1
CCCn1c(N)c(C(=O)CSc2n[nH]c(-c3ccccc3F)n2)c(=O)n(C)c1=O,-7,2,-1,-2,-2,-3,-1,-2,-0.6,-1
OCC1OC(n2cnc3ncccc32)C(O)C1O (stereo not given),-5,-2,2,3,0,7,-2,3,0.2,0
Cc1[nH]nc(SCC(=O)Nc2ccc(C#N)cc2)c1[N+](=O)[O-],-5,5,-5,-6,-2,-10,-1,5,0.3,1
COc1ccc(Nc2nc(N3CCN(S(=O)(=O)N(C)C)CC3)nc3ccccc23)cc1,2,-2,2,-1,-1,2,0,-4,0.8,-2
CCC(=O)N1CCc2cc(S(=O)(=O)NCCC(=O)N3CCc4ccccc4C3)ccc21,5,-11,-4,-7,1,-6,-3,5,-0.6,-1
O=C(C=CC(=O)OC1CCCCC1)OC1CCCCC1,-7,1,0,5,0,0,2,5,-0.2,0
O=C(CSc1n[nH]c(-c2cccnc2)n1)Nc1ccccc1,4,6,1,-5,-2,5,-4,3,0.2,2
O=C(CSCC(=O)N1CCCCC1)Nc1nc(-c2cccs2)cs1,5,-7,-5,5,0,-2,-3,2,1.4,-4
O=C1CC(N2CCC(c3nc4ccccc4o3)CC2)C(=O)N1c1ccc(F)cc1 (stereo not given),5,-10,1,-1,-4,5,-2,10,-0.2,16
CSc1ccc(Cl)c(C(=O)OCC(=O)Nc2ccccc2OC(F)F)c1,-10,-3,-1,4,0,3,2,-1,0.5,3
CCOc1ccccc1N(CC(=O)Nc1ccc(S(=O)(=O)N2CCCC2)cc1)S(C)(=O)=O,-5,1,0,2,-4,0,4,-7,0.6,4
CCOc1ccc(/C=N/n2c(COc3ccccc3)n[nH]c2=S)cc1OC,8,2,-5,4,-2,4,-1,-8,0.5,8
CCc1ccccc1NC(=O)C1CCN(S(=O)(=O)c2ccc(N3CCCC3=O)cc2)CC1,-5,-6,-1,5,-3,-4,0,-2,0.1,6
CCOc1cc(S(=O)(=O)N2CC=C(c3ccc(F)cc3)CC2)c(OCC)cc1-n1cnnn1,4,-5,0,1,-1,-4,1,-12,-0.1,0
CC(C)c1ccc(CC(=O)N2CCC2(C)C(=O)Nc2ccccc2)cc1 (stereo not given),0,-3,1,6,0,5,-1,-5,-0.3,-1
CCOc1ccc(NC(=O)Cn2c(=O)n(CCCC(=O)NC3CCN(Cc4ccccc4)CC3)c(=O)c3ccccc32)cc1,0,-3,-2,4,2,-4,-4,5,-0.6,0
CCc1ccc(S(=O)(=O)N2CC(=O)Nc3ccccc32)cc1,-5,-9,-2,0,-1,-1,-1,6,1.7,6
O=C(O)CC/C(=N/NC(=O)CNC(=O)c1ccc2c(c1)OCCO2)c1ccccc1,9,-2,1,-3,-2,-1,-4,14,-0.5,1

# One compound at a time, from the list above:
# `CC(C)c1ccc(CC(=O)N2CCC2(C)C(=O)Nc2ccccc2)cc1` (stereo not given) reads TCR CD3 inh: 0; Tn7 DDE FP: -3; MBD2 DNA inh: 1; DDE Tn6 FP inh: 6; LEDGF integ inh: 0; SIAE primary: 5; UHRF1 MBD2 ctr: -1; TDP2 inh: -5; KLK7 zymogen act: -0.3; PRMT1 FP inh: -1
# `CCOc1ccc(/C=N/n2c(COc3ccccc3)n[nH]c2=S)cc1OC` reads TCR CD3 inh: 8; Tn7 DDE FP: 2; MBD2 DNA inh: -5; DDE Tn6 FP inh: 4; LEDGF integ inh: -2; SIAE primary: 4; UHRF1 MBD2 ctr: -1; TDP2 inh: -8; KLK7 zymogen act: 0.5; PRMT1 FP inh: 8

# Entries from the list above that contain a COOH group, in the order listed:
SMILES,TCR CD3 inh,Tn7 DDE FP,MBD2 DNA inh,DDE Tn6 FP inh,LEDGF integ inh,SIAE primary,UHRF1 MBD2 ctr,TDP2 inh,KLK7 zymogen act,PRMT1 FP inh
CCOc1ccc(CNCc2ccc(C(=O)O)cc2)cc1OC,1,-5,-1,1,0,-4,0,-13,0.2,0
O=C(O)CC/C(=N/NC(=O)CNC(=O)c1ccc2c(c1)OCCO2)c1ccccc1,9,-2,1,-3,-2,-1,-4,14,-0.5,1

# 7 compounds out of the list, ordered by molar mass, rising.
SMILES,TCR CD3 inh,Tn7 DDE FP,MBD2 DNA inh,DDE Tn6 FP inh,LEDGF integ inh,SIAE primary,UHRF1 MBD2 ctr,TDP2 inh,KLK7 zymogen act,PRMT1 FP inh
CC(C)c1ccc(CC(=O)N2CCC2(C)C(=O)Nc2ccccc2)cc1 (stereo not given),0,-3,1,6,0,5,-1,-5,-0.3,-1
CCOc1ccc(/C=N/n2c(COc3ccccc3)n[nH]c2=S)cc1OC,8,2,-5,4,-2,4,-1,-8,0.5,8
CSc1ccc(Cl)c(C(=O)OCC(=O)Nc2ccccc2OC(F)F)c1,-10,-3,-1,4,0,3,2,-1,0.5,3
O=C(O)CC/C(=N/NC(=O)CNC(=O)c1ccc2c(c1)OCCO2)c1ccccc1,9,-2,1,-3,-2,-1,-4,14,-0.5,1
CCc1ccccc1NC(=O)C1CCN(S(=O)(=O)c2ccc(N3CCCC3=O)cc2)CC1,-5,-6,-1,5,-3,-4,0,-2,0.1,6
CCOc1cc(S(=O)(=O)N2CC=C(c3ccc(F)cc3)CC2)c(OCC)cc1-n1cnnn1,4,-5,0,1,-1,-4,1,-12,-0.1,0
CCOc1ccc(NC(=O)Cn2c(=O)n(CCCC(=O)NC3CCN(Cc4ccccc4)CC3)c(=O)c3ccccc32)cc1,0,-3,-2,4,2,-4,-4,5,-0.6,0

# Rows are unselected; about 4.6% have a hit in one of these screens.
